Source: PubChem BioAssay (several laboratories)
PDI inh: blocks human protein disulfide isomerase activity. PDI insulin aggregation turbidity, A650, 90 min. inhibition, % at 10 µM. AID 588391. P07237. 350,000 tested, 0.052% active;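 active means mean inhibition across replicates of 30% or more, whatever share of single replicates reach that level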;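 further: absorbance from insulin aggregation driven by PDI reduction with DTT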
Target sequence (P07237 whole entry, looked up): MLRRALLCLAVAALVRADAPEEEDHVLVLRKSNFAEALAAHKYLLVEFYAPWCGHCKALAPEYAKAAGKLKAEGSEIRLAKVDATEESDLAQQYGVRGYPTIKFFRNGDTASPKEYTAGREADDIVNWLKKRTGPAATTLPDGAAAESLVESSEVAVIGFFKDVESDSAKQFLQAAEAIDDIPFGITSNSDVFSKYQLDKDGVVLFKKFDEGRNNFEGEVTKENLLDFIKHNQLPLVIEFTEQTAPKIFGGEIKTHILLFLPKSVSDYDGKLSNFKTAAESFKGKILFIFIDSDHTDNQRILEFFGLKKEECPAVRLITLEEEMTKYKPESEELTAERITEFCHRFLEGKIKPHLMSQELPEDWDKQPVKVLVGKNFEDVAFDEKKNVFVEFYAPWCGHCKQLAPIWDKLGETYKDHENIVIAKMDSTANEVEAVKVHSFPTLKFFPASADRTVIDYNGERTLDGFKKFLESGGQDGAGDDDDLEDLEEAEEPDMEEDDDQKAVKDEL
NR2E3 ag-1: activates human photoreceptor nuclear receptor NR2E3 | GST-NR2E3/biotin-RetCOR TR-FRET, 1536-well | 320,000 tested, 0.12% active | Q9Y5X4 | inhibition of corepressor binding, % at 4.78 µM | AID 2300;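 active means percent inhibition above the cutoff of mean plus 3 SD of all tested compounds, set per screening campaign, cut at about 20% in these data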;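 further: 0% = DMSO wells and 100% = biotin wells as full block of FRET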
Target sequence (Q9Y5X4 whole entry, looked up): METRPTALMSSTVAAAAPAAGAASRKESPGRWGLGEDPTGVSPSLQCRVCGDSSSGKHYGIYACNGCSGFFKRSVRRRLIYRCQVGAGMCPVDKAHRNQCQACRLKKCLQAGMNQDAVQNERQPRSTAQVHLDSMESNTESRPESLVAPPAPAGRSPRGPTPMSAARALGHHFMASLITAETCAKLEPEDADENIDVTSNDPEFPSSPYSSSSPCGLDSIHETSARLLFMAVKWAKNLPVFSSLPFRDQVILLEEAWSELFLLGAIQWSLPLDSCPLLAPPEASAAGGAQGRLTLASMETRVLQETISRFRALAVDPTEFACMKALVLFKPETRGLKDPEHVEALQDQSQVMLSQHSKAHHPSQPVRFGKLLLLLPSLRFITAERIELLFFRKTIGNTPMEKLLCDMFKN
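Assay system: NR2E3–RetCOR corepressor complex. Quantity: 1.35 nM GST-NR2E3. Buffer or medium: pH 7.5 Tris-based buffer. Reagent: biotinylated RetCOR corepressor at 7 nM final. Schedule: 5 h at 4 °C. Detection: TR-FRET, emission read at 617 and 671 nm. Replicates: one well per compound, singlicate testing.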
Granule exo inh: lytic granule exocytosis inhibition. 360,000 tested, 0.66% active. AID 651702. inhibition, % at 10 µM. TALL-104 LAMP-1 surface exposure, flow cytometry; cells stimulated with thapsigargin and PMA;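 active means inhibition above about 55%, limit read from the data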
Peg3 prom inh: reduces Peg3 promoter-driven luciferase expression in HeLa; inhibition, % at 20 µM; AID 588405; HeLa PEG-Prom luciferase reporter, luminescence, overnight; 360,000 tested, 1.7% active;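 active means inhibition of at least 50% at 20 µM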
HIF-2a inh: blocks HIF-2a reporter activity | 786-0 RCC cells HIF-2a reporter, luciferase luminescence, overnight | inhibition, % at 18.8 µM | 360,000 tested, 0.72% active;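 active means inhibition of the luminescence signal of 40% or more relative to plate controls, in a single-dose primary screen at 18.75 µM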
MITF TRPM1 inh: inhibitors of MITF-driven TRPM1 promoter in melanoma cells. SK-MEL-5 TRPM1 promoter luciferase, 24 h. AID 488899. inhibition, % at 12.5 µM. 330,000 tested, 0.83% active;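 active means mean inhibition across replicates of 60% or more, whatever share of single replicates reaches that level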; further: values of inactives mirror those of a sister screen read the other way
Vif imaging: inhibitors of HIV Vif; HEK293T cells, Vif self-association by quenched fluorescence, imaging, 24 h; AID 602346; 340,000 tested, 0.35% active; inhibition, % at 7.49 µM; in the data active means inhibition above about 50%, passing the limit was not always enough; further: some results filed as inactive read as strong as hits
aDG glyco act: increases alpha dystroglycan glycosylation; activation, % at 10 µM; Pro5-aDG cells, alpha-DG glycosylation AlphaScreen (IIH6); 0% Pro5, 100% B10-LARGE cell signal; 360,000 tested, 0.22% active;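 active means activation of at least 8% versus controls, or a plate z-score of at least 8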;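 further: Pro5 are CHO cells carrying HIG-tagged alpha-DG that lacks glycosylation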
CaV13 ICDI inh: Primary screen for inhibitors of IQ motif and Ca2+-dependent inactivation inhibitor domain binding in CACNA1D, Förster resonance energy transfer in living cells, … | HEK cells, CFP/YFP FRET ICDI-IQ, plate reader, 10 min; percent FRET-ratio fall versus neutral wells | inhibition, % at 12.3 µM | 340,000 tested, 0.098% active | AID 743397;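 active means mean replicate inhibition of at least 30% and at least 1% of replicates passing that level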;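 further: 0% = median of the neutral control wells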
NR2E3 ag-2: human photoreceptor-specific nuclear receptor agonism; Q9Y5X4; CHO-S Gal4-NCOR/VP16-NR2E3 two-hybrid, luciferase; inhibition of corepressor binding, % at 3.98 µM; 360,000 tested, 0.35% active; AID 602229;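 active means inhibition above the mean of all tested compounds plus 3 SD, cut at about 70% in these data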;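 further: 0% = DMSO with NR2E3 transfected cells and 100% = cells lacking NR2E3 construct; higher means lower luciferase signal from less NR2E3 corepressor binding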
hiPSC survival: increases survival of single human iPS cells | 360,000 tested, 0.044% active | hiPSC single-cell survival, ATPlite luminescence; 100% = ROCK inhibitor wells, 0% = DMSO | survival enhancement, % at 20 µM; in the data active means survival enhancement above about 18%;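 further: cells exposed to compounds for 16 hours before the ATP read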
An asterisk follows results filed as active; . = no result given. Not a hit list; any-hit rate near 3.5%.

SMILES | PDI inh | NR2E3 ag-1 | Granule exo inh | Peg3 prom inh | HIF-2a inh | MITF TRPM1 inh | Vif imaging | aDG glyco act | CaV13 ICDI inh | NR2E3 ag-2 | hiPSC survival
O=C(NCc1ccccn1)c1ccccc1OCc1ccc(F)cc1 | 9.9 | -1.1 | -6.6 | -0.9 | 0.2 | -0.4 | -9.8 | 0.1 | -13.5 | 5.8 | -0.3
Cn1ccnc1SCCNC(=O)CCc1nnc(CCCCc2ccccc2)o1 | 3.0 | 1.9 | -1.7 | 11.1 | 20.3 | 3.3 | 0.2 | 0.1 | -2.5 | 1.6 | -0.7
COc1ccc(-c2nc(CN3CCCCC3c3nccn3C)c(C)o2)c(C)c1C (stereo unspecified) | -5.8 | 0.0 | -0.3 | 7.3 | 3.3 | 14.8 | -3.4 | 2.1 | -5.2 | -6.5 | -1.3
Cc1c(CNCCc2ccccc2Cl)c(C(=O)O)c(C)n1-c1ccccc1 | -7.0 | -0.2 | 16.4 | 12.2 | 7.5 | -1.0 | 13.5 | 0.1 | -3.3 | 1.7 | -0.3
O=C(NCCCn1ccnc1)c1ccc(S(=O)(=O)N2CCOCC2)cc1 | -5.0 | 0.5 | -2.9 | 3.9 | 22.4 | 6.1 | 20.9 | -0.1 | -2.1 | -1.7 | 1.2
Cc1sc2ncnc(NCC(O)c3ccccc3)c2c1C (stereo unspecified) | -0.3 | 1.8 | 50.7 | -224.2 | -179.1 | -4.7 | -2.2 | 2.7* | -3.4 | 75.2* | -0.2
CC(=O)CCc1ccc(OCCCOc2cccc3cccnc23)cc1 | -11.4 | -2.0 | -1.7 | -79.6 | -153.9 | -18.5 | -1.3 | 0.5 | -2.4 | -18.6 | -0.5
Cc1cccc(C(=O)N2CCCC(c3nc(-c4ccc(C)o4)no3)C2)c1 (stereo unspecified) | -15.2 | 5.8 | 5.1 | -172.8 | -182.5 | -47.5 | -4.2 | 0.1 | -2.6 | -69.2 | -0.5
S=C(NCCCN1CCOCC1)N1CCN(c2ccccc2)CC1 | -6.3 | 1.8 | 13.2 | 9.0 | 11.0 | 9.5 | -2.8 | 0.0 | -4.3 | -5.7 | -0.5
CC1CCN(CCCNC(=O)CN2C(=O)CSc3ccc(S(=O)(=O)N4CCOCC4)cc32)CC1 | -0.7 | -0.7 | -0.6 | -1.6 | 5.3 | -4.4 | 15.7 | -0.2 | -5.7 | 0.5 | -0.4
O=C(NCc1ccccc1)c1cccc(OCC(=O)N2CCN(C(=O)c3ccco3)CC2)c1 | 1.3 | 0.1 | -1.9 | 1.2 | 6.8 | 6.9 | -9.4 | -0.4 | -5.1 | -15.0 | -1.3
CC(C)(C)c1n[nH]c(=S)n(N)c1=O | -0.6 | 2.8 | -1.0 | 3.2 | 17.3 | 6.9 | 2.5 | -0.2 | 10.4 | -22.3 | 5.1
CC(CCc1ccccc1)NC(=O)c1cccs1 (stereo unspecified) | -1.9 | 0.1 | -1.7 | -3.2 | -14.2 | -5.2 | -0.2 | -0.1 | -8.0 | 21.0 | -0.7
Cn1ncc2c(Nc3cccc(Cl)c3)nc(Nc3cccc(Cl)c3)nc21 | -1.2 | 1.4 | 13.0 | 31.3 | -28.9 | 7.1 | 1.0 | 0.0 | -13.9 | 6.8 | 0.4
O=C(NNC(=O)c1ccccc1-n1cccc1)c1cccnc1 | -3.8 | . | -1.7 | 0.8 | -1.2 | . | . | -0.3 | -11.9 | -13.8 | 0.2
COc1ccc2c(CC(=O)N3CCN(S(=O)(=O)c4cccs4)CC3)coc2c1 | -6.4 | 0.2 | 1.8 | 14.1 | 1.9 | 2.7 | 4.2 | 0.0 | -4.6 | -5.1 | 6.4
C=CCn1c(CNC(=O)c2ccco2)nnc1SCC(=O)N1c2ccccc2Sc2ccccc21 | -0.4 | -1.2 | -1.2 | 12.1 | -9.3 | 11.8 | -7.0 | 0.3 | -8.5 | -3.8 | 2.7
Cc1cccc2cc(CN(C(=O)c3cccc([N+](=O)[O-])c3)C(C)C)c(=O)[nH]c12 | -6.1 | 1.8 | -2.4 | 16.6 | 5.6 | 15.0 | 10.2 | 0.1 | 2.0 | 11.8 | -0.5
O=C1CC(/C=C/c2cccnc2)=Nc2ccccc2N1 | -3.7 | -4.8 | -6.2 | -39.8 | -18.8 | -22.4 | -2.2 | 0.4 | -3.7 | -9.6 | -0.1
Cc1cc(C)c(NC(=O)/C=C\C(=O)O)c(Cl)c1 | -5.0 | 0.8 | -2.3 | 1.4 | 10.2 | 6.3 | -0.4 | -0.2 | -6.2 | -19.9 | 0.7
N#CCOC(=O)/C=C/c1ccc2c(c1)OCO2 | -3.4 | 0.3 | 0.0 | -4.8 | 2.4 | 3.3 | 3.6 | 0.1 | -2.2 | -13.7 | -0.2
CCC(CC)c1nc2cc(OC)c(OC)cc2c(=O)o1 | -5.2 | -4.3 | -1.8 | 15.9 | 10.4 | 4.8 | 5.7 | -0.1 | 1.8 | -14.6 | -0.3
N#CCCn1cc(C(=O)O)c(-c2cccs2)n1 | 7.2 | -0.7 | 3.9 | 1.6 | 8.8 | -2.7 | 12.7 | -0.2 | -6.2 | -4.6 | 3.1
COc1ccc(-c2c[n+]3c(n2-c2ccccc2)SCC3)cc1 | 4.8 | -2.4 | 2.1 | 19.2 | 17.9 | 26.3 | -5.0 | -0.1 | -4.1 | -25.9 | -0.6
CC1(C(=O)NS(=O)(=O)c2ccc(F)cc2F)CCN1C(=O)CCc1ccc(Cl)cc1Cl (stereo unspecified) | -1.5 | . | -0.9 | -7.8 | 5.9 | . | -17.5 | -0.2 | -5.8 | 0.1 | 1.7
Further structures.
SMILES | PDI inh | NR2E3 ag-1 | Granule exo inh | Peg3 prom inh | HIF-2a inh | MITF TRPM1 inh | Vif imaging | aDG glyco act | CaV13 ICDI inh | NR2E3 ag-2 | hiPSC survival
Oc1c(Br)cc(/C=N/NC(=S)NCC2CCCO2)cc1Br (stereo unspecified) | 2.1 | 1.1 | 13.6 | 3.5 | 24.9 | 1.4 | 0.4 | -0.1 | 10.6 | -20.1 | 0.0
COc1ccc(C(CNC(=O)c2ccccc2C)N2CCCC2)cc1 (stereo unspecified) | -2.3 | -3.0 | -0.3 | -23.6 | -7.9 | -21.1 | 1.6 | -0.1 | -5.4 | -40.6 | 0.8
O=C(Nc1cnccn1)c1ccc(Cl)cc1 | -5.4 | -1.0 | -0.5 | -29.8 | -63.9 | -27.2 | 0.5 | 0.1 | -2.6 | 3.5 | -0.1
O=C(NCCN1CCOCC1)c1ccc(/C=C2\Sc3ccccc3N(Cc3ccc(F)cc3)C2=O)cc1 | 2.6 | 4.3 | 30.2 | 66.6* | 16.1 | 1.3 | -11.6 | 0.1 | -7.7 | 41.5 | 0.8
COC(=O)/C=C1\S/C(=N/NC(=O)c2ccccc2)NC1=O | -2.5 | 2.9 | 1.5 | 7.2 | 2.2 | -9.6 | -5.6 | 0.2 | . | 9.1 | 2.6
NC(=O)CCn1c(C(=O)c2cc(Cl)c(N)c(Cl)c2)c2ccccc2[n+]1[O-] | -3.9 | -1.1 | 31.4 | -14.9 | -3.6 | 18.9 | 1.2 | -0.2 | -5.4 | -28.9 | 0.6
O=C(O)c1ccc(/C=N/NC(=O)c2cc(-c3cccs3)nc3ccccc23)cc1 | 13.3 | 1.3 | -4.5 | 65.0* | -13.6 | -6.2 | 1.9 | -0.3 | -3.3 | -37.2 | -1.4
COc1ccc(OC)c(S(=O)(=O)N/N=C\c2cn(CC(N)=O)c3ccccc23)c1 | -4.7 | 4.0 | -2.1 | 23.0 | 18.1 | -6.2 | -4.4 | -0.3 | . | 12.2 | -0.6
Cc1ccc(N=C(N)N=C(N)N)cc1 | -1.3 | 0.8 | -4.4 | 16.5 | 27.7 | -12.0 | -8.6 | 0.0 | -18.8 | -19.4 | -0.7
CCOC(=O)c1c(-c2ccc(C)o2)csc1NC(=S)NC(=O)N(C)C | 5.4 | 0.1 | 52.2 | -9.9 | -21.1 | -5.4 | -4.0 | 0.2 | -9.5 | -17.3 | 3.3
CCNc1nc(CN2CCOCC2)nc2sc3c(c12)CCC3 | -6.4 | 0.1 | -1.1 | 8.4 | 14.7 | -1.8 | 8.2 | 0.2 | . | -11.0 | -1.8
CCOC(=O)Cn1c(=O)oc2cc(S(=O)(=O)NCc3cccs3)ccc21 | 2.6 | -1.4 | -2.2 | 4.2 | 4.2 | 4.9 | 17.5 | -0.3 | -3.2 | -24.2 | 2.5
CC(=O)Nc1ccc(S(=O)(=O)NCc2nc(-c3cccc(C)c3)no2)cc1 | -0.8 | 1.0 | -1.1 | 6.9 | 11.7 | 5.9 | -1.2 | -0.7 | -1.8 | 6.0 | 0.7
CN(Cc1ccccc1)C(=O)COC(=O)COc1ccc(Cl)cc1 | 6.9 | . | 1.2 | -3.4 | 14.0 | 5.6 | -1.3 | -0.3 | -6.2 | -9.8 | 2.7
CCCOc1ccc(N2C(=O)CC(NCc3ccncc3)C2=O)cc1 (stereo unspecified) | -0.2 | -3.4 | -3.5 | 16.7 | 17.8 | -3.1 | . | 0.0 | . | -17.6 | 0.2
COc1ccc(/C(N)=N/OC(=O)c2ccco2)cc1OC | -6.0 | 0.3 | -4.9 | -219.2 | -251.2 | -65.7 | -4.0 | 0.4 | -1.3 | -119.4 | -3.4
CC(C)CCNC(=O)c1cn(CC(C)C)c(=O)c2c1c1ccccc1n2C | 3.2 | 0.5 | -13.9 | 6.4 | 5.6 | -12.6 | -12.1 | 0.4 | -20.2 | -24.4 | 0.3
CCCCNC(=O)C1CCC(CNc2nc(=S)[nH]c3ccccc23)CC1 (stereo unspecified) | -3.4 | -1.6 | -2.7 | 0.5 | 22.5 | 7.7 | 7.7 | -0.1 | 7.1 | -29.6 | 0.2
CSc1ccccc1NC(=O)CN(C)C(=O)COc1cccc2cccnc12 | -3.3 | . | 8.0 | 7.7 | 8.8 | 17.9 | -3.1 | 0.3 | -5.7 | 13.9 | -0.4
C=C(C)CNC(=S)Nc1cccc(N)n1 | 7.8 | . | 0.3 | 12.5 | 8.0 | -3.3 | 5.1 | 0.1 | . | 2.1 | 0.2
Cc1nc2ccccc2n1Cc1ccc(Cl)cc1 | -2.3 | 3.6 | -2.0 | 0.7 | -11.7 | 15.6 | -15.9 | 0.8 | -6.5 | 92.3* | -3.6
CCN(CC)C(=O)c1c(-c2ccccc2)oc2ccc(OC)cc12 | 0.4 | -1.0 | 5.3 | 15.2 | 19.2 | 2.9 | -11.0 | 0.6 | -4.6 | -16.4 | -0.1

Among those listed so far, these contain a cyano group.
SMILES | PDI inh | NR2E3 ag-1 | Granule exo inh | Peg3 prom inh | HIF-2a inh | MITF TRPM1 inh | Vif imaging | aDG glyco act | CaV13 ICDI inh | NR2E3 ag-2 | hiPSC survival
N#CCOC(=O)/C=C/c1ccc2c(c1)OCO2 | -3.4 | 0.3 | 0.0 | -4.8 | 2.4 | 3.3 | 3.6 | 0.1 | -2.2 | -13.7 | -0.2
N#CCCn1cc(C(=O)O)c(-c2cccs2)n1 | 7.2 | -0.7 | 3.9 | 1.6 | 8.8 | -2.7 | 12.7 | -0.2 | -6.2 | -4.6 | 3.1
